RT RNaseH block = HIV-1 RT RNase H inhibitors, primary screen, biochemical, fluorescence. actives 1.9% (n = 65,000). RT-RNase H RNA/DNA duplex cleavage. inhibition, % at 10 µM; in the data active = inhibition above about 50%
RmlC RmlD mix = RmlC and RmlD coupled enzyme inhibitors, primary screen, biochemical, 384-well, compound mixtures, retest; RmlC/RmlD coupled enzyme inhibition, 384-well mixture HTS; inhibition, % at 5.5 µM; actives 0.39% (n = 110,000); AID 1532, 2009; in the data active = inhibition above about 30%, passing the limit was not always enough; note: strong numbers were not always called active
* hit, by the source's call; / = no result given.

SMILES	RT RNaseH block	RmlC RmlD mix
COCCOC(=O)C1=C(C)N=C2SCCC(=O)N2C1c1ccc(OC(=O)c2ccco2)cc1 (centres undefined)	/	6
CCCn1c(C)cc(C(=O)CSc2nnc3n(CCC)c(=O)c4ccccc4n23)c1C	-1	/
COc1cc(NC(=O)Nc2cccc(Cl)c2)c(OC)cc1NC(=O)CN1CCCCC1	-2	-44
COC(=O)c1sccc1NC(=S)N1CCCC(C)C1 (centres undefined)	/	-14
Nc1ncnc2nc(SCCN3CCCCC3)[nH]c12	-1	/
COc1ccc(CN2CC3CC(C2)c2cccc(=O)n2C3)cc1OC (centres undefined)	-4	-12
Cn1c(O)c(C(=O)c2ccccc2)c(=O)n(C)c1=O	-8	8
CCOc1ccc(C(OC(=O)c2ccco2)C(=O)NCc2ccc(C)cc2)cc1 (centres undefined)	/	-10
CCOc1cc(/C=C2\N=C(C)OC2=O)cc(Br)c1OCCc1ccccc1	/	1
CC1=C(C(=O)N(C)CCC#N)C2(CCCCC2)OC1=O	-4	-3
CCc1ccccc1N1CCN(S(=O)(=O)c2cc(OC)ccc2OC)CC1	-14	-11
C=CCOc1ccc(C2C(C(=O)c3ccco3)=C(O)C(=O)N2CCCN(CC)CC)cc1 (centres undefined)	-6	3
CCOc1ccc(NC(=O)c2ccc3c(c2)N(Cc2ccc(F)cc2)C(=O)CS3=O)cc1 (centres undefined)	3	11
O=C(CCCc1nc(-c2ccc(Cl)cc2)no1)N1CCOCC1	-3	-10
COc1cc(/C=C/C(=O)O)cc(OC)c1O	/	19
O=C(c1cc2n(n1)C(C(F)(F)F)CC(c1ccc(F)cc1)N2)N1CCCC1 (centres undefined)	1	6
Fc1c(F)c(C(F)(F)F)c(F)c(F)c1N1CCN(c2ccc3nnc(C(F)(F)F)n3n2)CC1	13	-10
COC(=O)c1cc(OC)c(OC)c(OC)c1NC(=O)c1ccc(S(=O)(=O)N(C)C)cc1	5	5
CCn1c(SCC(=O)N2CCOCC2)nc2c(c1=O)SC(C)C2 (centres undefined)	0	3
COc1cc(/C=C2/C(=N)N3C=CSC3=NC2=O)ccc1OCCCOc1ccccc1C	/	13
O=C(NCCCN1CCOCC1)c1ccco1	3	-1
CCc1ccc(C(=O)C23CN4CN(CN(C4)C2)C3)cc1	/	13
CCN1CCN(Cc2ccc(C)cc2C)CC1	1	-2
NCCCCc1cn(CC(=O)N2CCNCC2)nn1	/	-9
Cc1cccc(OCCCn2ccnc2)c1	-6	2
C[N+](C)(C)CCNC(=O)c1c(O)c2c([nH]c1=O)CCCC2	-9	-9
CCOC(=O)N1CCN(C(=O)Nc2ccc3oc(C)nc3c2)CC1	0	-11
Cc1cccc2cc(C(c3nnnn3Cc3ccccc3)N3CCN(C)CC3)c(=O)[nH]c12 (centres undefined)	-1	-10
O=C(c1ccccc1)c1ccc(OCC(O)CN2CCN(Cc3ccccc3)CC2)cc1 (centres undefined)	/	-10
CCS(=O)(=O)N1CCC(C(=O)OCC(=O)c2ccc(Br)cc2)CC1	-2	-2
Cc1onc(-c2ccccc2Cl)c1C(=O)NCc1ccccc1	/	0
Cc1cc(C)cc(N(CC(=O)N2CCC(C)CC2)S(=O)(=O)c2ccccc2)c1	/	-16
COc1cc(SC#N)ccc1N=Cc1c(C)[nH]n(-c2ccc(C)cc2C)c1=O	/	7
Cc1cc(N(CCO)CCO)nc(-n2nc(C)cc2C)n1	/	7
C=CCN1C(=O)C(O)(CC(=O)c2ccc(-n3cccc3)cc2)c2ccccc21 (centres undefined)	25	-2
Fc1ccccc1Nc1nc2ccccc2n2nnnc12	/	17
Cc1ccnc(NC(=O)c2cccc(NS(=O)(=O)c3ccccc3C)c2)c1	/	-16
CCOc1cc(NC(=S)NCc2ccco2)c(OCC)cc1NC(C)=O	/	-7
CC(C)Cc1nc(N2CCN(C(=O)c3ccccc3)CC2)c(C#N)c2c1CCC2	/	-10
Cc1cccc(C)c1NC(=O)Nc1cccs1	-3	-8
Cc1ccc(C(=O)Nc2c(C)cc(-c3ccc(Cl)cc3)oc2=O)cc1	/	-11
Cc1cccc(C)c1OCC(O)Cn1ccnc1C (centres undefined)	-3	5
COc1cc(/C=C2/OC(=O)c3cc([N+](=O)[O-])ccc32)cc(OC)c1OC	/	14
COC(=O)c1cc2c([nH]c3ccccc32)c(C)n1	-15	18
Cc1ccc(NC(=S)NC(NC(=O)Cc2cccc3ccccc23)C(Cl)(Cl)Cl)cc1 (centres undefined)	/	4
CCc1cc[n+](-c2nc3ccccc3nc2C(=C=[N-])C#N)cc1	/	11
COc1ccc(OC)c(CNC(=O)C2CCN(C(=O)N(C)C)CC2)c1	2	5
CCOc1ccc(CN(C(=O)c2cc3ccccc3oc2=O)C2CC2)cc1	/	0
NS(=O)(=O)c1ccc(S(=O)(=O)NCCc2ccccc2)cc1	37	7
CCCOc1ccc2oc(=O)c3c(c2c1)CCCN3C(=O)CN1CCCC(C(=O)OCC)C1 (centres undefined)	-8	-10
Next section:
SMILES	RT RNaseH block	RmlC RmlD mix
CCOc1ccc(NC(=O)N2CCC(C(N)=O)(N3CCCCC3)CC2)cc1	/	2
COc1ccc(OC)c(N/C(=N\c2nc(C)cc(C)n2)NC(=O)c2ccco2)c1	-24	/
Oc1ccccc1C1=Nc2ncnn2C(c2ccccc2)C1 (centres undefined)	-8	-8
COc1cc([N+](=O)[O-])ccc1NC(=O)CN(C)C	/	-9
COc1cccc2cc(C(=O)NC(C)C3CCCO3)c(=O)oc12 (centres undefined)	9	-21
CNc1oc(-c2cccc3ccccc23)nc1C#N	-28	-158
O=C(NCC1CCCO1)c1c(O)c2c([nH]c1=O)CCCC2 (centres undefined)	-6	-5
CCNc1c([N+](=O)[O-])ncn1C	/	6
CC1CCc2c(nc3ncnn3c2Nc2ccc(OC(F)(F)F)cc2)C1 (centres undefined)	/	1
C=CCc1c(OC)ccc2ccc(=O)oc12	/	9
CCOc1ccc(NC(=O)CSc2nc3c(c(=O)n2-c2ccccc2OC)SCC3)cc1	-1	-8
CCCOc1ccc(C(C)=O)cc1CSCCC#N	-9	6
Cc1ccccc1CN1C(=O)Nc2ccccc2C(=O)N1C(C)(C)C	/	3
O=S(=O)(NCCOc1ccc(F)cc1)c1ccc2c(c1)OCCO2	-29	-3
CCOC(=O)N1CCN(C(=O)CSc2ccccc2)CC1	-44	4
O=C(CSc1ccc2nnc(-c3ccncc3)n2n1)N1CCc2ccccc21	-16	/
O=c1oc(Nc2ccc(F)cc2)nc2ccccc12	/	-16
CCOc1cc2c(cc1OC)C(NC(=O)C(F)(F)F)CC2=O (centres undefined)	/	-7
CC(SCc1ccccc1)C(=O)NC1CCCC1 (centres undefined)	-4	-5
CC(C)(C)OC(=O)N1CCN(C(=O)OCC2c3ccccc3-c3ccccc32)CC1C(=O)O (centres undefined)	/	-9
O=C(c1ccco1)n1nc(-c2ccc(Cl)cc2)nc1NCc1ccco1	2	-2
CCOC(=O)N1CCC(NC(=O)CCN2C(=O)COc3ccccc32)CC1	2	-12
CNC(=O)c1nc(C)n(-c2cc(Cl)cc(Cl)c2)n1	/	68
O=C(O)C1CCN(C(=O)NC2CCCCC2)CC1	-5	-10
CC1CCCN(C(=O)c2ccc3c(c2NCCO)C(=O)c2ccccc2C3=O)C1 (centres undefined)	/	5
CCOC(=O)Cc1csc(NC(=O)COc2ccc(N(C)S(=O)(=O)c3cccs3)cc2)n1	-5	6
COc1ccc(CNC(=O)CS(=O)Cc2nc(-c3ccc(C)cc3)oc2C)cc1 (centres undefined)	-5	8
O=c1n(-c2cccc(Cl)c2)c(=O)n2n1CCC2	-2	-9
CN(CC(=O)Nc1ccccc1C(=O)N1CCCC1)S(=O)(=O)c1ccc(Br)cc1	/	9
O=C(Nc1ccc(Cn2cccn2)cc1)c1ccc(COc2cccc(Br)c2)cc1	/	-2
CCOC(=O)CCc1nc2ccccc2[nH]c1=O	-23	13
CN(CC1CCCO1)S(=O)(=O)c1ccc(C(=O)Nc2nc3cc4c(cc3s2)OCO4)cc1 (centres undefined)	12	/
O=C(Oc1ccc(Cl)c2cccnc12)N1CCOCC1	-20	-2
CCC(C)Nc1nc(CN2CCOCC2)nc2sc3c(c12)CCC3 (centres undefined)	/	-3
Cc1ccc(C(=O)c2cn(-c3ccc(F)c(Cl)c3)nn2)cc1	/	3
CCCCc1c(O)n2c(nc3ccccc32)[nH]c1=O	-2	-6
Cc1ccc(C(=O)Nc2nc(-c3cccnc3)cs2)o1	/	-10
COCc1nnc(NS(=O)(=O)c2ccc(Br)cc2)s1	2	-13
FC(F)(F)c1cc(Oc2ccccc2Cl)nc(-c2ccccn2)n1	/	10
CSc1ccc(S(=O)(=O)NCc2ccccc2)cc1	/	5
CCCn1c(O)c(CN2CCCCC2)c(C)c(C#N)c1=O	-10	15
Cc1onc(-c2ccccc2)c1C(=O)N1CCCN(C(=O)c2c(-c3ccccc3)noc2C)CC1	-7	-5
CCn1cc(S(=O)(=O)CC(=O)Nc2cc(C)ccc2C)c2ccccc21	-15	10
CCOc1ccc(C(=O)Nc2cc(-c3nc4ccccc4[nH]3)ccc2C)cc1[N+](=O)[O-]	/	-47
COc1ccc(C(=O)C[N+]2(C)CCOCC2)cc1	/	-8
Cc1ccc(N2C(N)=C(C#N)C(c3cccnc3)C3=C2CCCC3=O)cc1 (centres undefined)	24	/
CCOC(=O)C1=C(C)OC(N)=C(C(=O)OC)C12C(=O)Nc1ccc(Br)cc12 (centres undefined)	-11	8
Cc1cc(C)nc(NCC(O)CNc2ccccc2Cl)n1 (centres undefined)	-48	5
Cc1cc(NC(=O)c2cc(C)on2)no1	-3	8
O=C1Nc2ccc(F)cc2C12Nc1ccccc1-c1nnc(SCc3ccccc3F)nc1O2 (centres undefined)	/	-1

Structures from the list above containing a tert-butyl group (two):
SMILES	RT RNaseH block	RmlC RmlD mix
Cc1ccccc1CN1C(=O)Nc2ccccc2C(=O)N1C(C)(C)C	/	3
CC(C)(C)OC(=O)N1CCN(C(=O)OCC2c3ccccc3-c3ccccc32)CC1C(=O)O (centres undefined)	/	-9

Next section
SMILES	RT RNaseH block	RmlC RmlD mix
O=C(O)c1ccc(CN(c2ccccn2)S(=O)(=O)c2ccccc2)cc1	-7	6
COC(=O)C1C(=O)CC(C)(O)C(C(=O)OC)C1c1ccc2c(c1)OCO2 (centres undefined)	-6	-16
CCCOc1ccc(C2c3c(oc4cc(C)c(C)cc4c3=O)C(=O)N2CCCN2CCOCC2)cc1 (centres undefined)	0	-13
Cc1cc(C(F)(F)F)nc(SCC(=O)Nc2ccccc2)n1	-10	-6
O=C(CN1CCN(S(=O)(=O)c2cc(Cl)ccc2Cl)CC1)Nc1ccc2c(c1)OCCO2	-11	-8
Cc1nc2ccccn2c1P(=Nc1ccccc1)(N(C)C)N(C)C	-5	-6
Cc1cc(C)cc(OCC(=O)OCC(=O)c2ccc3c(c2)NC(=O)CO3)c1	/	4
CCN(CC)C(=O)COc1ccc(Br)cc1Cl	-12	-3
COc1ccc(-c2cc(C(F)(F)F)n3nc(C(=O)Nc4cc(C)on4)cc3n2)cc1OC	-14	/
COc1ccc(-c2cn3c(C)c(C(=O)N4CCN(c5ccc(OC)cc5)CC4)sc3n2)cc1	38	/
CN(C(=O)c1ccncc1)c1nnc(-c2cccnc2)s1	-7	/
Nc1nonc1-n1nnc(C(=O)O)c1-c1cccs1	4	10
CC(C)CCN(CCC(C)C)C/C(O)=C(\C#N)c1nc(-c2ccccc2)cs1	/	-9
O=C(NC1CCCCCCC1)C1CCC(CNc2c(N3CCCC3)c(=O)c2=O)CC1 (centres undefined)	2	-7
Cc1nnc(NC(=O)CCSc2ccccc2)s1	-9	-16
Cc1ccc(S(=O)(=O)NCC(c2cccnc2)N(C)C)cc1 (centres undefined)	0	-6
O=C(C1CCN(S(=O)(=O)N2CCOCC2)CC1)N1CCN(Cc2ccc3c(c2)OCO3)CC1	-20	3
Cc1ccc(S(=O)(=O)NCC2CCC(C(=O)NCCCN3CCOCC3)CC2)cc1 (centres undefined)	-6	0
COc1ccc2c(Cl)c(C(=O)NCc3ccco3)sc2c1	/	17
Cc1cc(C)c[n+](-c2nc3ccccc3nc2C(=C=[N-])C#N)c1	/	17
Cc1cccc(NC(=O)c2oc3c(c2C)C(=O)CC(C)(C)C3)n1	-2	-13
COc1ccc(OCCOC(=O)Nc2ccccc2)cc1	-37	14
Cn1c(=N)n(CC(=O)c2cccs2)c2ccccc21	/	-12
CC1(C)C(c2ccco2)=[N+]([O-])C2(CCCCC2=O)N1O (centres undefined)	/	6
COc1ccc(NC2=NC3(CCCCC3)N=C(N)N2)cc1	-22	-1
CCOc1ccc(Cl)cc1S(=O)(=O)NCc1cccnc1	/	18
CCOC(=O)c1sc(C)c2c1NC(C)(c1cccc3ccccc13)NC2=O (centres undefined)	/	-17

Molecules shown so far that contain a Cl atom, in the order listed:
SMILES	RT RNaseH block	RmlC RmlD mix
COc1cc(NC(=O)Nc2cccc(Cl)c2)c(OC)cc1NC(=O)CN1CCCCC1	-2	-44
O=C(CCCc1nc(-c2ccc(Cl)cc2)no1)N1CCOCC1	-3	-10
Cc1onc(-c2ccccc2Cl)c1C(=O)NCc1ccccc1	/	0
Cc1ccc(C(=O)Nc2c(C)cc(-c3ccc(Cl)cc3)oc2=O)cc1	/	-11
Cc1ccc(NC(=S)NC(NC(=O)Cc2cccc3ccccc23)C(Cl)(Cl)Cl)cc1 (centres undefined)	/	4
O=C(c1ccco1)n1nc(-c2ccc(Cl)cc2)nc1NCc1ccco1	2	-2
CNC(=O)c1nc(C)n(-c2cc(Cl)cc(Cl)c2)n1	/	68
O=c1n(-c2cccc(Cl)c2)c(=O)n2n1CCC2	-2	-9
O=C(Oc1ccc(Cl)c2cccnc12)N1CCOCC1	-20	-2
Cc1ccc(C(=O)c2cn(-c3ccc(F)c(Cl)c3)nn2)cc1	/	3
FC(F)(F)c1cc(Oc2ccccc2Cl)nc(-c2ccccn2)n1	/	10
Cc1cc(C)nc(NCC(O)CNc2ccccc2Cl)n1 (centres undefined)	-48	5
O=C(CN1CCN(S(=O)(=O)c2cc(Cl)ccc2Cl)CC1)Nc1ccc2c(c1)OCCO2	-11	-8
CCN(CC)C(=O)COc1ccc(Br)cc1Cl	-12	-3
COc1ccc2c(Cl)c(C(=O)NCc3ccco3)sc2c1	/	17
CCOc1ccc(Cl)cc1S(=O)(=O)NCc1cccnc1	/	18

High-throughput results deposited in PubChem by several laboratories.

The list is partial; rates above refer to the full screens.
